# Assay outcomes as filed in PubChem BioAssay.
# PDI inh = PDI (human) enzyme inhibition; actives 0.052% (n = 350,000); PDI insulin aggregation turbidity, A650, 90 min; inhibition, % at 10 µM; AID 588391; P07237;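 active = mean inhibition across replicates of 30% or more, whatever share of single replicates reach that level; inconclusive = mean inhibition below 30% while every single replicate reaches 30%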;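 note: absorbance from insulin aggregation driven by PDI reduction with DTT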
# CaV13 ICDI inh = Primary screen for inhibitors of IQ motif and Ca2+-dependent inactivation inhibitor domain binding in CACNA1D, Förster resonance energy transfer in living cells, …. HEK cells, CFP/YFP FRET ICDI-IQ, plate reader, 10 min; percent FRET-ratio fall versus neutral wells. inhibition, % at 12.3 µM. actives 0.098% (n = 340,000);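 active = mean replicate inhibition of at least 30% and at least 1% of replicates passing that level; inconclusive = only one of the two criteria is met; inactive = neither criterion is met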;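 note: 0% = median of the neutral control wells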
# Vif imaging = blocks HIV Vif function. HEK293T cells, Vif self-association by quenched fluorescence, imaging, 24 h. inhibition, % at 7.49 µM. actives 0.35% (n = 340,000); in the data active = inhibition above about 50%, passing the limit was not always enough; inconclusive = no clear call, values can overlap the other calls; inactive = below about 31%; note: some results filed as inactive read as strong as hits
# N-glyco inh = blocks N-linked glycosylation in D54 reporter cells; AID 588692; actives 0.23% (n = 360,000); reporter increase, % at 12.5 µM; D54 ERlucT glycosylation luciferase reporter, 24 h; percent of 100 nM tunicamycin response;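 active = mean luciferase reporter signal, scaled so untreated is 0 and the glycosylation-blocking control 100, at or above a set limit in every replicate; inconclusive = mean reaches the limit but not every replicate does; inactive = mean below the limit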;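 note: luciferase carries N-glycosylation sites so blocking glycosylation raises the light; 0% = median of neutral control wells and 100% = median of 100 nM tunicamycin wells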
# HTR2A ag = mouse HTR2A agonism via beta-arrestin recruitment; activation, % at 7.6 µM; CHO-K1 mHTR2A beta-arrestin complementation, luminescence; percent of 30 µM serotonin response; P35363; actives 0.66% (n = 360,000);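 active = activation above a run cutoff, the mean activation of all tested compounds plus 3 SD, cut at about 14% in these data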;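 note: 0% = plate median of compound wells and 100% = 30 µM serotonin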
# Cardio protect = modulators protecting cardiomyocytes from myocardial damage; H9c2 cardiomyocytes, H2O2 injury protection, ATPLite, 2 h; protection from H2O2 cell death, % at 20 µM; actives 0.63% (n = 360,000);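 active = compounds giving at least 50% protection of heart cells from peroxide-induced death in the single-dose screen, raw or plate-pattern-corrected value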;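 note: 0% = DMSO wells with peroxide and 100% = DMSO wells without peroxide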
# MC4R barr agon = human MC4R agonism via beta-arrestin; P32245; AID 540308; U2OS MC4R beta-arrestin complementation, luminescence; percent of melanotan II response, DMSO zero; activation, % at 8.9 µM; actives 0.98% (n = 360,000);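 active = activation above a per-plate cutoff, the mean activation of sample wells on that plate plus 3 SD, cut at about 8% in these data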
# MC4R antag cAMP = blocks human MC4R cAMP signaling; P32245; MC4R-expressing cells, MTII-stimulated cAMP, LANCE TR-FRET; AID 540295; inhibition, % at 6.5 µM; actives 0.48% (n = 360,000);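 active = inhibition above its plate's cutoff, the mean of tested wells on that plate plus 3 SD, cut at about 29% in these data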;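 note: 0% = Melanotan II alone and 100% = Melanotan II plus saturating MCL0020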
#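 material = U2OS cells stably expressing human melanocortin 4 receptor (MC4R) | also added = Melanotan II challenge | dosing = single nominal compound dose of 6.5 µM | detection = TR-FRET with Eu-cAMP and labeled anti-cAMP, 671 nm | replication = singlicate | timing = compound 30 min, challenge 1 h, detection 1 h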
# ABCB6 inh MLPCN = inhibitors of human ABC transporter ABCB6; AID 602162; Q9NP58; K562-ABCB6 porphyrin accumulation, flow cytometry, 1 h; stronger effect = lower value; fluorescence ratio to DMSO, % at 10 µM; actives 0.19% (n = 360,000);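 active = fluorescence ratio to DMSO below 75%, the collection mean minus 3 SD; inconclusive = too few cells collected in the well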;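 note: signal is porphyrin accumulated inside mitochondria; 100% equals median channel fluorescence of DMSO control wells; lower ratio means ABCB6 inhibition with less porphyrin fluorescence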
# Target sequence (Q9NP58 whole entry, looked up): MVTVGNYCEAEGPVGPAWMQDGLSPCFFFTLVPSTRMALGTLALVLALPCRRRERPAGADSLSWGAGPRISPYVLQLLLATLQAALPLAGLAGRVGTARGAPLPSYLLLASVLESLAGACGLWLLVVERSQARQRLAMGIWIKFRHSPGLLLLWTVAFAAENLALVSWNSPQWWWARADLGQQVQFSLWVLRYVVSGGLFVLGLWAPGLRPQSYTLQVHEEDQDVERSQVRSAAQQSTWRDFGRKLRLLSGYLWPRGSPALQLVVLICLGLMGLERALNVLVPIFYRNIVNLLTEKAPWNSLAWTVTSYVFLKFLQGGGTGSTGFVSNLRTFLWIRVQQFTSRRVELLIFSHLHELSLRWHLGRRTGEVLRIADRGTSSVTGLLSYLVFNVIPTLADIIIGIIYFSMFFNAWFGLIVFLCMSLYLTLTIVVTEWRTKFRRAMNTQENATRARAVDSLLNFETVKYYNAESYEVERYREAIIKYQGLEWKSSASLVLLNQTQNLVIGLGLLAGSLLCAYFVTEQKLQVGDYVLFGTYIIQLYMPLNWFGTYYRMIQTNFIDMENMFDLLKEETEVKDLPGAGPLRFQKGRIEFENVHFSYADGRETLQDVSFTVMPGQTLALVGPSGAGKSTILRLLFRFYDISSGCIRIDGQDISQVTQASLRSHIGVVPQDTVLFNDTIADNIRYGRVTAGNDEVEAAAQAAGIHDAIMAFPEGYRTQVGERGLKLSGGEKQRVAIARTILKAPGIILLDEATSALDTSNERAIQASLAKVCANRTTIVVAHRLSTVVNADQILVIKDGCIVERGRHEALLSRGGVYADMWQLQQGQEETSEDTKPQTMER
# aDG glyco up = increases alpha dystroglycan glycosylation; Pro5-aDG cells, alpha-DG glycosylation AlphaScreen (IIH6); 0% Pro5, 100% B10-LARGE cell signal; activation, % at 10 µM; actives 0.22% (n = 360,000); AID 624168;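 active = activation of at least 8% versus controls, or a plate z-score of at least 8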;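 note: Pro5 are CHO cells carrying HIG-tagged alpha-DG that lacks glycosylation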
# An asterisk follows results filed as active; ? = inconclusive; / = not tested or not shown.
SMILES,PDI inh,CaV13 ICDI inh,Vif imaging,N-glyco inh,HTR2A ag,Cardio protect,MC4R barr agon,MC4R antag cAMP,ABCB6 inh MLPCN,aDG glyco up
CCN1CCN(c2cc(C(C)(C)C)nc3c(-c4ccccc4)c(C)nn23)CC1,-9,-4,/,-4,-3,-16,2.3,-7,104,0.9
CC(=O)Nc1ccc(C=NN=C2c3ccccc3-c3ccccc32)cc1,10,-3,-3,3,5,11,0.8,7,100,-0.3
COc1ccc(NC(=O)CCCn2cc([N+](=O)[O-])cn2)cc1,5,2,4,1,-1,-3,-1.5,7,93,-0.1
CCc1cc(S(=O)(=O)N2CCN(C(=O)c3ccco3)CC2)ccc1OC,-4,-11,-2,3,1,2,-2.1,2,100,0.1
Cc1cccc2sc(NC(=O)C3CCN(C(=O)c4ccco4)CC3)nc12,-4,-4,-10,3,6,-9,1.2,1,91,-0.2
CC1(C)C(=O)Nc2ccccc2N1C(=O)COC(=O)c1cc(S(C)(=O)=O)ccc1Cl,-8,-3,3,-1,3,1,-1.7,23,97,0.0
CCOc1cccc(CN(CC)CC2CCCN(CCc3cccc(OC)c3)C2)c1O (stereo not drawn),-2,-20,0,-2,-7,-4,-0.9,9,96,0.1
COc1ccc(NC(=O)c2cc(C3CCCCN3C(=O)C3CC3)on2)c(C)c1 (stereo not drawn),9,-5,-1,1,-1,-1,0.3,4,93,0.2
Cc1n[nH]c(=O)c2c(NC(=O)COC(=O)Cc3c(F)cccc3Cl)oc(C)c12,0,-6,22,-1,10,-2,1.2,0,96,0.3
O=C(NCc1ccccc1)C1c2ccccc2OCC(=O)N1Cc1ccccc1 (stereo not drawn),/,-4,/,/,-4,/,/,/,99,0.0
CCOC(=O)c1cc(NC(=O)N2CCCCC2)c(C)nc1C,-5,-4,43,1,-3,7,-2.0,-2,103,0.1
COc1ccc(S(=O)(=O)NC2CCCCCC2)c(OC)c1,0,/,9,0,-2,4,-2.0,-1,102,0.0
CN(C)C(=O)c1cc(C(=O)c2ccccc2C(F)(F)F)c[nH]1,-4,-4,-1,-2,2,-4,0.6,6,101,0.3
CN(C)S(=O)(=O)c1cccc(NC(=O)C2CCN(S(=O)(=O)c3cccs3)CC2)c1,-9,-10,-7,-5,1,9,0.3,10,98,-0.3
O=C(Nc1ccc(OCc2ccccc2)cc1)c1ccccc1,3,-5,-11,-2,-3,17,1.4,1,105,0.0
CC12CCC(C(=O)NCCCN3CCOCC3)(C(Br)C1=O)C2(C)C (stereo not drawn),3,-3,6,1,-1,16,-1.3,-1,102,1.0
COC(=O)c1ccc(C(=O)OC)c(NC(=S)N2CCN(c3ccccn3)CC2)c1,3,-6,1,3,-1,6,-2.5,-5,91,0.1
CCOC(=O)c1cc(-c2ccc(C)cc2)nc2nc(SC)[nH]c(=O)c12,0,-1,-2,4,9,-5,3.0,-2,100,-0.2
COc1ccc(C(=O)COC(=O)CNS(=O)(=O)c2ccc(C)cc2)cc1,-3,-3,0,-1,8,-1,1.2,28,96,-0.2
COc1cc(OC)cc(C(=O)NCC(=O)N2CCN(c3ccc(O)cc3)CC2)c1,-1,-3,-5,0,-2,-4,1.6,5,99,0.0

# Reprinted from the part before: 2 compounds; new compounds follow.
SMILES,PDI inh,CaV13 ICDI inh,Vif imaging,N-glyco inh,HTR2A ag,Cardio protect,MC4R barr agon,MC4R antag cAMP,ABCB6 inh MLPCN,aDG glyco up
COc1ccc(C(=O)COC(=O)CNS(=O)(=O)c2ccc(C)cc2)cc1,-3,-3,0,-1,8,-1,1.2,28,96,-0.2
COc1cc(OC)cc(C(=O)NCC(=O)N2CCN(c3ccc(O)cc3)CC2)c1,-1,-3,-5,0,-2,-4,1.6,5,99,0.0
O=C(NC1CCCC1)C(c1ccc(F)cc1)N(C(=O)c1csnn1)c1ccccc1F (stereo not drawn),5,-2,12,6,2,3,-0.6,10,97,-0.1
O=C(c1cc(-c2ccccc2O)on1)N1CCCC1,/,-7,-1,-6,-3,-5,-1.3,7,99,0.3
Cc1ccc(NC(=O)N[C@H](C(=O)O)C(C)C)c(C)c1,-1,-1,1,0,0,2,-1.6,-2,96,0.8
CC(=O)c1ccc(N2CCN(C(=O)c3ccc(NC(=O)C4CCCO4)cc3)CC2)cc1 (stereo not drawn),-5,-5,/,4,0,5,-2.0,-4,95,0.1
CCOC(=O)c1ccc(NC(=S)N(CCN2CCCCCC2)Cc2ccco2)cc1,-4,-13,-2,-4,-8,-9,3.6,15,96,0.7
O=C(NCc1ccc(F)cc1)C(c1cccs1)N(C(=O)c1csnn1)C1CC1 (stereo not drawn),0,-6,-1,3,0,-6,-0.9,2,97,0.0
COc1ccccc1C(=O)NCCC(=O)NCCOc1ccc(C)cc1,0,-6,/,2,-4,2,-2.0,-2,104,0.0
NC(=O)c1cc([N+](=O)[O-])ccc1NCc1ccc(F)cc1,-6,-9,-3,6,-2,0,-1.8,8,98,0.0
Cc1cc(NC(=O)c2ccc(-c3ccccc3[N+](=O)[O-])o2)no1,3,-1,-1,10,-8,4,-1.1,0,94,-0.1
COc1ccc(NC(=O)CSc2c(C)nn(-c3nnc(C)c(=O)[nH]3)c2C)cc1,16,/,13,-1,1,4,-1.3,1,99,-0.4
Nc1nc(-c2ccc(S(=O)(=O)N3CCCCC3)cc2)cs1,0,-2,-3,0,4,-17,-1.3,12,92,-0.1
c1ccc2c(c1)NC1(CCCCC1)n1c-2nc2ccccc21,-5,-4,3,3,9,0,-0.8,-2,99,0.2
CS(=O)(=O)c1ccccc1C(=O)Nc1cc2c(cc1C(=O)O)OCCCO2,0,-3,27,2,4,-1,-1.4,24,101,0.1
CCOCCCNC(=O)c1cc2c(=O)n3ccccc3nc2s1,2,-5,-11,0,4,4,0.3,-4,87,-0.1
CN(C)S(=O)(=O)c1ccc(C(=O)OCC(=O)Nc2ccc(OC(F)F)cc2)cc1,8,-5,-1,2,-2,-4,-0.5,5,97,-0.1
CC(C)(C)c1ccc(C(=O)CCC(=O)OCC(=O)NCCc2ccc(S(N)(=O)=O)cc2)cc1,2,-2,?,1,8,-24,-2.7,3,98,0.0
Cc1ccc(C(=O)Nc2scc(-c3ccccc3)c2C(=O)O)cc1,-7,-13,-8,-3,5,-14,1.0,16,97,0.1
Cc1noc(C)c1S(=O)(=O)N(C)C[C@H]1Oc2ccc(NC(=O)NC3CCCCC3)cc2C(=O)N([C@H](C)CO)C[C@@H]1C,-5,-10,19,3,4,1,-0.6,17,101,-0.3
CCOc1ccc(NC(=O)N(CCN2CCOCC2)Cc2ccc3c(c2)CCCN3CC)cc1,5,/,-13,-1,1,-6,1.2,8,101,0.0
O=C(NCC(=O)N1CCC2(CC1)NCCc1[nH]cnc12)c1ccccc1F,1,-13,1,1,5,6,-1.4,9,102,-0.2
O=C1OC(N2CCN(C(=O)c3ccco3)CC2)c2ccccc21 (stereo not drawn),-7,/,17,0,6,12,-0.9,12,95,0.0
CC(C)(C)CC(C)(C)NC(=O)c1ccc2snnc2c1,-2,-3,-3,-2,-4,0,-2.3,12,96,-0.1
Cc1ccc(C)c(S(=O)(=O)N2CCCOC2CNC(=O)C(=O)NCc2cccnc2)c1 (stereo not drawn),-10,-20,21,2,-1,-2,-2.4,-2,100,0.2
O=C(Oc1cc(-c2ccccc2)no1)c1ccc(F)cc1,-5,/,-11,0,4,12,0.5,13,107,-0.1
CN(CC(=O)Nc1ccc(Cl)cc1)C(=O)CNC(=O)c1cccs1,20,-5,-4,0,7,8,-1.7,2,99,-0.1
COc1ccc(C(=O)/C=C/Nc2cc(C)on2)cc1,-1,/,0,-5,0,-6,-1.4,7,99,0.0
COC(=O)c1c(NC(C)=O)sc(C(=O)Nc2ccccc2OC)c1C,-1,-5,-4,4,-4,11,-0.3,17,103,-0.4
CCOC(=O)Cc1csc(NC(=O)CSc2nnc(-c3ccncc3)n2Cc2ccco2)n1,-2,-5,5,2,0,-8,0.1,5,92,-0.1
COC(=O)c1ccccc1S(=O)(=O)N1CCC(C(=O)N(C)CCOc2ccccc2)CC1,6,-1,22,2,-6,-3,0.7,-2,104,0.6
Cn1ncc([N+](=O)[O-])c1C(=O)N/N=C/c1ccc(F)cc1,7,-5,-4,0,2,8,1.1,16,100,0.0
O=C(Cc1ccc(Cl)cc1)NCCCNC(=O)c1cccnc1,14,-3,-3,0,-2,-4,0.1,5,99,0.0
CCN1C(=O)/C(=C/N(C)c2ccccc2)OC1=S,13,-10,13,-2,-3,12,0.0,8,103,0.0
Cc1ccccc1CSc1nsc(N)n1,-1,/,8,-1,1,-3,-0.3,-5,97,-0.1
Cc1cc(C)n2nc(SCC(=O)NC(=O)c3ccccc3)nc2n1,-11,-6,1,4,2,18,-2.1,2,102,-0.1
COc1cc2c(cc1OC)-c1cc(NCc3ccccn3)nc(=O)n1CC2,-1,0,10,0,4,13,0.3,0,96,-0.1
O=C1c2ccccc2C(Nc2ccc(Cl)cn2)N1c1cccnc1 (stereo not drawn),/,-4,-12,0,4,8,-0.6,11,100,-0.1
O=C1C=C(c2ccc(Cl)cc2)C(=O)N1Nc1ccccc1,12,0,34,6,3,-2,5.0,-17,100,-0.4
Fc1cccc(Cl)c1/C=C/c1cnc2ccccc2n1,-3,-6,-13,-17,-2,-9,-0.1,20,112,-0.3
COc1cc(OC)cc(C(=O)OCC(=O)Nc2nnc(-c3ccccc3)o2)c1,5,-6,-1,0,-7,13,-3.9,6,102,0.1
O=c1c(F)cn(C2CCCO2)c(=O)n1Cc1ccccc1Cl (stereo not drawn),17,-9,0,1,0,-5,2.3,-2,93,0.1
c1ccc(NC2=NCCN2CCC2CCCCC2)cc1,-4,-9,-4,-1,-13,4,-0.6,8,95,0.2
CCN(CC)CCn1c2c(c(SCC(=O)Nc3nc(C)cs3)nc1=O)CCC2,-5,/,22,-1,-5,-1,-2.3,-6,93,0.4
Cc1cc(C)cc(OCC(=O)N(Cc2cccs2)C2CCS(=O)(=O)C2)c1 (stereo not drawn),-3,-4,-10,1,-3,-2,-1.6,1,86,-0.2
COc1ccc(-c2cnc3c(c2)C(=O)N([C@H](C)CO)C[C@@H](C)[C@@H](CN(C)C(=O)NC2CCCC2)O3)cc1,3,-4,-4,1,-2,-12,-1.0,-1,108,0.3
Cc1nc(C)c2c(c1C(F)(F)F)-c1ccccc1C2(F)F,4,-5,-9,2,7,1,1.6,5,102,-0.2
O=C(COC(=O)c1ccccc1C(=O)c1ccc(Cl)cc1)NCc1ccccc1,4,-5,-1,-3,-8,13,-1.4,2,104,0.3
